TRPC6 activator: mouse TRPC6 channel activation. Q61143. HEK293-TRPC6 membrane potential dye fluorescence; active compounds read high. B-score at 10 µM. hit rate 0.13% among 310,000. AID 2550;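 active = B-score of the integrated fluorescence ratio above library mean plus 3 SD, and starting fluorescence ratio within library mean plus 5 SD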;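 note: higher score means more depolarization so channel activation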
Target sequence (Q61143 whole entry, looked up): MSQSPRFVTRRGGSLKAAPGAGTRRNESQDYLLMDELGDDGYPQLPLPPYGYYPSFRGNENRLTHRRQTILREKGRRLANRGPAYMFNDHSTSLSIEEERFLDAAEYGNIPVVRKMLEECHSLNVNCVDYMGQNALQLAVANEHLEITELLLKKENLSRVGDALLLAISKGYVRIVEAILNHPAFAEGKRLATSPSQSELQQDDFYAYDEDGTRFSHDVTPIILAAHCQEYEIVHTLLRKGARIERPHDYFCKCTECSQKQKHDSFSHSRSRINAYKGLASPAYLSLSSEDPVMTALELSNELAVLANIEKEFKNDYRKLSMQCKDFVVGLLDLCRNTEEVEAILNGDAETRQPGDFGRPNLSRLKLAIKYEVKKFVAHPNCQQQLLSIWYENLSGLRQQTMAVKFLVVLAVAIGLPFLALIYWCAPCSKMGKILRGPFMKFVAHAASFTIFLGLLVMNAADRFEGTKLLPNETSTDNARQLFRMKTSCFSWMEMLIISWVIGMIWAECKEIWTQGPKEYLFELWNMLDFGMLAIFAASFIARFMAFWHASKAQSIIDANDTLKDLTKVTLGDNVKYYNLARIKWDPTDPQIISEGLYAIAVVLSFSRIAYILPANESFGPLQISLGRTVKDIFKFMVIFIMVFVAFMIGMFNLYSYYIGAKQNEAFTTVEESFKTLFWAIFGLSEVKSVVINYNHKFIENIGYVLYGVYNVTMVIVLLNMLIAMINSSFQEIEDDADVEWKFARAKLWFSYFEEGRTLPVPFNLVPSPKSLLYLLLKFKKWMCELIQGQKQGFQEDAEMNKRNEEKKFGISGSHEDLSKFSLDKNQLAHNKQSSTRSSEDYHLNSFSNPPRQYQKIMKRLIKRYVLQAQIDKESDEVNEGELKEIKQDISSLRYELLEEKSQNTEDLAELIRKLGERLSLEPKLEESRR
RGS4 act: potentiators or activators of RGS4; HEK293 M3R/inducible RGS4, carbachol calcium flux Fluo4; active compounds read low; B-score at 10 µM; hit rate 0.92% among 310,000; AID 463111;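 active = B-score of the integrated calcium signal more than 4 SD below the library mean, with starting fluorescence not abnormally high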;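 note: negative B-score means reduced calcium response which marks RGS4 activation or potentiation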
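Material: Inducible-RGS4 HEK293 cells carrying M3 receptor; also added: carbachol at ECmax as muscarinic agonist stimulus; incubation: compound preincubation 20 min at room temperature before agonist; signal: Fluo4-AM (2 µM) calcium-flux fluorescence, kinetic read; measure: integrated calcium ratio converted to B score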
TRPC6 inhibitor: blocks the mouse TRPC6 cation channel. hit rate 1.1% among 310,000. B-score at 10 µM. HEK293-TRPC6, membrane potential dye, ACh-evoked depolarization; active compounds read low;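 active = B-score under library mean minus 3 SD, initial fluorescence not abnormally high, positive integrated signal ratio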;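 note: B-score derived from integrated fluorescence ratio over the kinetic read; more negative B-score means stronger inhibition of depolarization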
HIF act: HIF pathway transcriptional activation; activation, % at 7.5 µM (by protocol); hit rate 0.32% among 300,000; U2OS HRE-luciferase reporter, luminescence; normalized: DMSO 0%, desferrioxamine 100%;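 active = mean activation of at least 10% of the iron chelator positive control signal, with at least half of replicates also reaching 10%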
RGS4 block: human RGS4 inhibition. P49798. HEK293 M3R/RGS4 inducible, Fluo-4 calcium flux; active compounds read high; triggered by carbachol at its EC20. B-score at 10 µM. hit rate 0.45% among 310,000. AID 463165;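 active = B-score, a plate-corrected calcium signal, over three deviations above library mean, with baseline fluorescence within five deviations of library mean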;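 note: RGS4 expression induced by doxycycline in cells with stable M3 receptor; B-score is computed from the integrated fluorescence ratio over baseline after carbachol; higher B-score means a larger calcium signal and so more RGS4 inhibition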
Target sequence (P49798 whole entry, looked up): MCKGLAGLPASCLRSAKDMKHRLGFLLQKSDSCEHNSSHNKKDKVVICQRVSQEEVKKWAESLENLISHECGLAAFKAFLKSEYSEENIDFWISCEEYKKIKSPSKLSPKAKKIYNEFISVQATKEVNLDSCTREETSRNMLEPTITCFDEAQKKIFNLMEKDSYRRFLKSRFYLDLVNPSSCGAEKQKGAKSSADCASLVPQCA
MrgX1 allo act: allosterically activates human MrgX1 receptor signaling; Q96LB2; MrgX1-HEK293, Fluo-4 calcium flux, FDSS; active compounds read high; B-score at 10 µM; hit rate 0.63% among 310,000;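 active = plate-corrected calcium response at least 3 library SD above typical, normal starting fluorescence, not activating the receptor alone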;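 note: compound read alongside a low EC10 to EC30 dose of BAM8-22 agonist; peak minus trough fluorescence over baseline measured at the second addition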
SKKanGAS inh: SKKanGAS growth inhibition | AID 1662 | inhibition, % at 7.5 µM | S. pyogenes SKKanGAS, kanamycin growth, BacTiter-Glo, 6 h | hit rate 1.3% among 300,000;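 active = mean replicate score, as percent of positive control median, at least 50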;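 note: strain carries kanamycin resistance gene driven by streptokinase promoter and grows in 40 µg/ml kanamycin; loss of luminescence reflects streptokinase promoter inhibition or plain growth inhibition; 0% = median of DMSO wells and 100% = positive control at its reference dose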
TRPC4 block: inhibitors of mouse TRPC4 channel; Q9QUQ5; HEK293 TRPC4beta/mu-opioid, DAMGO-evoked Fluo4 calcium flux; active compounds read low; B-score at 10 µM; hit rate 0.39% among 300,000;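 active = B-score over 3 SD under the library average, no early fluorescence shift, positive overall ratio signal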
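test system = HEK293 cells with stable TRPC4beta plus mu-opioid receptor expression | detection = Fluo4 Ca2+ flux fluorescence | read-out = integrated fluorescence ratio relative to baseline, converted to per-well B score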
MrgX1 agonist: agonists of human MrgX1 receptor; AID 588627; B-score at 10 µM; Q96LB2; MrgX1-HEK293 cells, Fluo-4 calcium fluorescence, agonist mode; active compounds read high; hit rate 0.44% among 310,000;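 active = calcium response B-score plate-corrected fluorescence ratio at least 3 library SD, with starting fluorescence B-score inside 5 SD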
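Test system: HEK293 cells stably expressing human MrgX1 receptor; Input: fifteen thousand cells per well; Dosing: compound delivered in addition one of three; Schedule: overnight seeding, then 1 h dark dye loading; Technique: Fluo-4 NW calcium fluorescence; Measure: B-scored fluorescence response ratio; Controls: positive and negative controls per plate.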
MrgX1 antag: human MrgX1 receptor antagonism, primary screen. Q96LB2. MRGX1-HEK293 calcium flux, Fluo-4, BAM8-22 antagonism; active compounds read low. B-score at 10 µM. hit rate 1.3% among 310,000. AID 588676;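 active = calcium-response B-score plate-corrected more than 3 library SD below zero, starting fluorescence within 5 deviations, no agonist response on first addition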;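 note: peak minus trough fluorescence over baseline after final BAM8-22 challenge near maximal dose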
Platelet DG rel: platelet dense granule release activity. inhibition, %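 (compounds screened at 7.5 µM in platelet-rich plasma)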. human platelet-rich plasma, SFLLRN dense granule ATP release, luminescence. AID 1663. hit rate 0.22% among 300,000;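 active = mean replicate score, as percent of positive control, at or above 50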
The depositor's hits bear a star; i = inactive; . = not tested or not shown.

SMILES	TRPC6 activator	RGS4 act	TRPC6 inhibitor	HIF act	RGS4 block	MrgX1 allo act	SKKanGAS inh	TRPC4 block	MrgX1 agonist	MrgX1 antag	Platelet DG rel
COc1ccc(-c2cc(C(=O)OC3CCOC3=O)c3ccccc3n2)cc1 (centres undefined)	i	i	i	-0.3	i	i	5	i	i	i	4
COC(=O)c1[nH]c(C)c(/C(O)=C2\C(=O)C(=O)N(CCN(C)C)C2c2cccc(OC)c2OC)c1C (centres undefined)	i	i	i	0.2	i	i	-4	i	i	i	-1
O=C(Nc1ccccc1F)c1ccc(COc2ccc(Cl)cc2Cl)o1	i	i	i	0.4	i	i	22	i	i	i	-4
Cc1ccc(-c2cc(C(=O)Nc3ccc(S(=O)(=O)Nc4nccs4)cc3)c3ccccc3n2)c(C)c1	i	i	i	-0.3	i	i	44	i	i	i	-3
Cn1c(NC(=O)c2ccc(Cl)s2)cc(=O)n(C)c1=O	i	i	i	-0.1	i	i	0	i	i	i	1
CCCCCOc1ccc(C(=O)NC(CCC)C(=O)O)cc1 (centres undefined)	i	i	i	-0.5	i	i	-4	.	i	i	15
N/C(=N\OC(=O)c1ccc(Cl)cc1[N+](=O)[O-])c1ccccn1	i	i	i	2.0	i	i	-1	i	i	i	12
Cc1cccc(Cc2cnc(N3C(=N)SC(c4ccccc4)C3=O)s2)c1 (centres undefined)	i	i	i	0.4	i	i	106*	i	i	i	-3
COc1ccc(C(=O)N/N=C(/C)c2cccc(NC(=O)C(F)(F)F)c2)cc1	i	i	i	0.0	i	i	-18	i	i	i	0
CCN=c1scc(C)n1/N=C/c1ccc(O)c(O)c1O	i	i	i	-0.5	i	i	1	i	i	i	1
O=[N+]([O-])c1ccc(O)c(CN2CCCCCC2)c1	i	i	i	-0.4	i	i	2	i	i	i	3
CCOC(=O)c1ccc(NC(=O)Nc2ncc(Cl)cc2Cl)cc1	i	i	i	0.9	i	i	9	i	i	i	0
Cc1ccc(NC(=O)CN(C)S(=O)(=O)c2cccc3nsnc23)cc1	i	i	i	0.1	i	i	0	i	i	i	-2
COC(=O)C1=C(C(=O)OC)[C@@H]2N(C)c3ccc(OC)cc3[C@@]23C[C@@H](C(=O)OC)N=C3N1	i	i	i	0.9	i	i	2	i	i	i	-3
Cc1ccc(Nc2nnc(SCc3cc(=O)n4cc(C)ccc4n3)s2)cc1	i	i	i	-0.2	i	i	4	i	i	i	-2
COc1ccc(NC(=S)N(Cc2ccc(C(=O)O)cc2)Cc2ccc(OC)c(OC)c2)cc1	i	i	i	4.3	i	i	-24	i	i	i	0
CC(C)C(C)(C#N)NC(=O)CSc1nc(C2CCCCC2)n(-c2ccccc2)n1 (centres undefined)	i	i	i	0.0	i	i	3	i	i	i	7
COc1cc2c(cc1OC)-c1cc(Nc3ccccc3)nc(=O)n1CC2	i	i	i	-0.9	i	i	7	i	i	i	131*
COC(C[C@H](O)C[C@H](O)[C@@H](C)OCc1ccccc1)OC	i	i	i	0.5	i	i	-1	i	i	i	2
FC(F)(F)c1cc(-c2cccs2)nc2ncnn12	i	i	i	0.0	i	i	-1	i	i	i	6
CCOC(=O)N1CCN(S(=O)(=O)c2ccc3c(c2)CC(C)N3C(C)=O)CC1 (centres undefined)	i	i	i	0.0	i	i	-15	i	i	i	-11
CN(NC(=O)C(C)(C)C)c1nc(-c2ccccc2)nnc1C(F)(F)F	i	i	i	-14	i	i	-7	i	i	i	0
Cc1cccc(C)c1NC(=O)CN(C)C(=O)c1ccc2nc[nH]c2c1	i	i	i	-0.1	i	i	8	i	i	i	-1
CCNC(=S)SCCOc1ccccc1C	i	i	i	0.0	i	i	-4	i	i	i	0
O=c1c2c(nc3nc(NCc4ccc(Cl)cc4)[nH]n13)CCC2	i	i	i	-0.1	i	i	15	i	i	i	18
COc1ccccc1N1CCN(c2ncnc3sc(C)c(-c4ccccc4)c23)CC1	i	i	i	-1.2	i	i	35	i	i	i	-3
COCCCn1c(=O)c2sccc2n2c(CCCC(=O)N(C)Cc3ccco3)nnc12	i	i	i	-0.2	i	i	0	i	i	i	5
CSCC[C@H](NC(=O)[C@H]1CC[C@H](CNC(=O)[C@@H](N)Cc2ccccc2)CC1)C(=O)O	i	i	i	-0.7	i	i	0	i	i	i	-5
COc1ccc(C2CC(c3ccccc3)n3nnnc3N2)cc1 (centres undefined)	i	i	i	-0.5	i	i	-1	i	i	i	4
O=C(N/N=C/c1ccc2c(c1)OCO2)c1ccc2c(c1)OCO2	i	i	i	3.5	i	i	-4	i	i	i	-14
COc1ccc(Cc2nnc(NN)[nH]c2=O)cc1OC	i	i	i	-0.1	i	i	2	i	i	i	0
CC(Oc1cc2oc(=O)c3c(c2cc1Cl)CCC3)C(=O)NCc1cccnc1 (centres undefined)	i	i	i	-0.3	i	i	-9	i	i	i	-5
COC(=O)C(C(=O)OC)N1C(=O)CCC1=O	i	i	i	-0.3	i	i	-8	.	i	i	2
COC(=O)c1ccccc1C(=O)N(c1ccccc1)c1ccccc1	i	i	i	-0.8	i	i	-1	i	i	i	7
Cn1cccc1/C=N\NC(=O)Cc1ccc(Br)c2ccccc12	i	i	i	-0.5	i	i	-7	i	i	i	4
CN(Cc1ccccc1)C(=O)c1oc(=O)c2ccccc2c1-c1ccccc1	i	i	i	0.3	i	i	-2	i	i	i	17
O=C(C1CCCO1)N1CCN(Cc2nc3ccccc3c(=O)[nH]2)CC1 (centres undefined)	i	i	i	0.2	i	i	-3	i	i	i	-4
Cn1ncc(Br)c1C(=O)N1CCOCC1	i	i	i	-0.4	i	i	1	i	i	i	3
Nc1cc(N2CCCCCC2)c2nonc2c1[N+](=O)[O-]	i	i	i	0.7	i	i	1	i	i	i	-9
COc1ccc(CC(=O)N2CCN(c3cccc(Cl)c3)CC2)cc1OC	i	i	i	0.4	i	i	-1	i	i	i	3
O=C(Nc1ccccc1C(=O)O)c1ccc(Br)o1	i	i	i	1.2	i	i	7	i	i	i	-11
CCOc1cc(CNc2ccc3c(c2)OCCO3)cc(Br)c1OC	i	i	i	1.5	i	i	-1	i	i	i	6
CCOC(=O)c1cnc(SCC(C)C)nc1N	i	i	i	1.6	i	i	-8	i	i	i	-2
Cc1cc(C)cc(NC(=O)CSc2cc(C(=O)c3nccn3C)c3ccccc3n2)c1	i	i	i	-0.2	i	i	2	i	i	i	-8
COc1ccc(N=Cc2c(OC)ccc3ccccc23)cc1	i	i	i	1.0	i	i	-5	i	i	i	-2
CCCCC1C(C#N)=C(C)NC2=C1C(=O)CC(C)(C)C2 (centres undefined)	i	i	i	-0.5	i	i	7	i	i	i	-1
O=C(NCCc1ccccc1)C1CC(=O)N(C2CCCC2)C1 (centres undefined)	i	i	i	-0.3	i	i	-1	i	i	i	3
Cc1ccc(SCC(=O)NNC(=O)c2ccccc2)c(C)c1	i	i	i	0.4	i	i	2	i	i	i	1
O=C1C2C3C=CC(C3)C2C(=O)N1CCC(=O)N1CCc2ccccc21 (centres undefined)	i	i	i	0.5	i	i	22	i	i	i	-1
Cc1ccc(OCCn2c(Br)nc3c2c(=O)n(C)c(=O)n3C)cc1	i	i	i	-0.3	i	i	4	i	i	i	-5
Going on with the list.
SMILES	TRPC6 activator	RGS4 act	TRPC6 inhibitor	HIF act	RGS4 block	MrgX1 allo act	SKKanGAS inh	TRPC4 block	MrgX1 agonist	MrgX1 antag	Platelet DG rel
CCn1cc(C(=O)N[C@H](C(=O)NCCCn2ccnc2)C(C)C)c(=O)c2cc3c(cc21)OCO3	i	i	i	0.3	i	i	-1	i	i	i	4
Cc1nc(N2CCN(c3ccccn3)CC2)c2c(C)c(C(=O)Nc3ccc(Br)cc3C)sc2n1	i	i	i	-1.3	i	i	-13	i	i	i	-7
COc1cccc2cc(-c3nc4ccccc4o3)c(=O)oc12	i	i	i	0.6	i	i	0	i	i	i	2
CCOC(=O)Cc1csc(NC(=O)c2ccc(S(=O)(=O)N3CCCCC3)cc2)n1	i	i	i	-0.6	i	i	4	i	i	i	-14
O=C(Nc1cccc(-c2ccc(N3CCOCC3)nn2)c1)c1ccccc1	i	i	i	3.0	i	i	-13	i	i	i	0
COC(=O)C1C(=O)C(C(=O)/C=C/c2ccccc2)C(=O)CC1(C)C (centres undefined)	i	i	i	-0.2	i	i	-1	i	i	i	6
CC(C)N1CCC(N2CCN(Cc3nc4ccccc4s3)CC2CCO)CC1 (centres undefined)	i	i	i	-0.1	i	i	-3	i	i	i	-3
O=C(CNC(=O)c1cccc(Cl)c1)NCCCSc1ccccc1	i	i	i	-0.2	i	i	-29	i	i	i	8
CC1(C)CC(=O)C(C=NCc2ccc3c(c2)OCO3)=C(O)C1	i	i	i	-0.4	i	i	6	i	i	i	0
CCOCCN1CCN(C2c3ccccc3CSc3ccccc32)CC1 (centres undefined)	i	-13*	-8.3*	-1.0	i	i	-5	i	i	i	21
CCC(C)NC(=S)NNC(=O)c1ccc(C(C)(C)C)cc1 (centres undefined)	i	i	i	-0.1	i	i	-1	i	i	i	-3
CCCC(=O)Nc1ccc(NC(=O)c2ccccn2)cn1	i	i	i	-0.4	i	i	3	i	i	i	6
O=C1c2ccccc2S(=O)(=O)N1Cc1cc(=O)n2ccsc2n1	i	i	i	-1.5	i	i	2	i	i	i	12
Clc1nc(NCc2ccco2)nc(N2CCCCC2)n1	i	i	i	-0.5	i	i	-5	i	i	i	1
O=[N+]([O-])c1ccccc1Oc1cnc2ccccc2n1	i	i	i	-0.3	i	i	-8	i	i	i	2
CCOC(=O)N1CCC(NC(=O)CCc2ccccc2)CC1	i	i	i	0.5	i	i	5	i	i	i	-6
FC(F)(F)c1ccc(N2CCN(c3ncnc4c3nnn4Cc3ccccc3Cl)CC2)cc1	i	i	i	0.4	i	i	7	i	i	i	-5
CC(CCc1ccccc1)NC(=S)NC(=O)c1ccco1 (centres undefined)	i	i	i	-0.4	i	14*	4	i	i	i	0

Part of the list above in order of number of heavy atoms, ascending:
SMILES	TRPC6 activator	RGS4 act	TRPC6 inhibitor	HIF act	RGS4 block	MrgX1 allo act	SKKanGAS inh	TRPC4 block	MrgX1 agonist	MrgX1 antag	Platelet DG rel
CC(CCc1ccccc1)NC(=S)NC(=O)c1ccco1 (centres undefined)	i	i	i	-0.4	i	14*	4	i	i	i	0
CCOC(=O)N1CCC(NC(=O)CCc2ccccc2)CC1	i	i	i	0.5	i	i	5	i	i	i	-6
O=C1c2ccccc2S(=O)(=O)N1Cc1cc(=O)n2ccsc2n1	i	i	i	-1.5	i	i	2	i	i	i	12

High-throughput results deposited in PubChem by several laboratories.
